RXFP1 agonist = qHTS Assay for Agonists of the Relaxin Receptor RXFP1; Potency, µM (top dose mostly 57.5 µM), inactives show top-dose activation, hits mostly activators; HEK293T-RXFP1 cAMP TR-FRET, 30 min; response scale: percent of porcine relaxin response, buffer zero; 370,000 tested, 0.3% active; Relaxin receptor 1 (Homo sapiens), Q9HBX9; note: potency is the fitted concentration of half-maximal effect; % is set by controls: 0 for no effect and ±100 for the full control effect; nearly all actives have a fitted effect of over 60% in size; many of its hits are not listed in these tables
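HEK293T cells stably expressing RXFP1 were pretreated with the PDE4 inhibitor Ro 20174, exposed to compounds for 30 min at 37C, lysed, and cAMP was read by TR-FRET. Data normalized to buffer (basal) and 29 nM porcine relaxin (100%).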
GRP78 ERSR act = qHTS for Inducers of the Endoplasmic Reticulum Stress Response (ERSR) in Human Glioma: qHTS | 420,000 tested, 0.02% active | U87-MG GRP78 promoter luciferase reporter, 16 h | Potency, µM, for the others: top-dose activation, hits mostly activators; note: potency is the fitted concentration of half-maximal effect; series mostly up to about 76 µM; % of control where 0% means no effect; nearly all actives have a fitted effect of over 35% in size
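Stably transfected U87-MG human glioma cells carrying a GRP78-based luminescent sensor were seeded at 1000 cells/well, pin-dosed with compounds and incubated 16 h. Luciferase reagent was then added, and end-point luminescence was read after 10 min at room temperature.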
PI4K2A inh = qHTS for small molecular inhibitors of PI4K2A. 420,000 tested, 0.13% active. activity change, negative = inhibition, % at 76.9 µM. AID 1346378, 2018. purified PI4K2A, ADP-Glo luminescence, 1 h; hits give low values; in the data active = activity change below about -50%; inconclusive = mostly about -30% to -49%;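 note: -100% = wells without enzyme as full effect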
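In this quantitative HTS, ADP production by PI4K2A was quantified luminescently after 1 h at ambient temperature; 100 microM adenosine served as plate-quality control.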
Vif-APOBEC3G blk = qHTS for Inhibitors of Vif-A3G Interactions: qHTS | DNA dC->dU-editing enzyme APOBEC-3G (Homo sapiens), Q9HC16 | HeLa A3G-eYFP + Vif (tagged APOBEC3G with the HIV-1 protein that degrades it), YFP fluorescence, overnight | Potency, µM (highest dose often 46.1 µM), for the others: at the highest dose activity, negative = active, most hits filed as inhibitors | 410,000 tested, 0.076% active;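 note: potency is the fitted concentration of half-maximal effect; % is set by controls: 0 for no effect and ±100 for the full control effect; nearly all actives have a fitted effect of over 60% in size; hits raise eYFP signal because A3G escapes Vif-driven loss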
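HeLa cells stably expressing Vif and C-terminally eYFP-tagged A3G, seeded overnight at 37 deg C, then exposed to compound by pintool overnight at 37 deg C. Rise in yellow fluorescence (Ex 488/Em 500-530, Acumen) marks blocked Vif-driven A3G degradation.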
LDHA inh = qHTS assay for inhibitors of human lactate dehydrogenase. activity change, % (values are at about 110 or 230 µM). 480,000 tested, 0.15% active. purified LDHA, NADH/diaphorase-resazurin fluorescence; hits give low values. AID 1347041, 2019. L-lactate dehydrogenase A chain (Homo sapiens), P00338; in the data active = activity change below about -30%; inconclusive = mostly about -25% to -30%;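 note: plate controls were DMSO wells for no effect and wells without enzyme for full effect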
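Remaining NADH was detected by diaphorase (0.133 mg/mL) converting 37 µM resazurin to fluorescent resorufin, read at 0 and 20 minutes. The preceding 5-minute room-temperature reaction used 2 nM LDHA, 0.2 mM sodium pyruvate and 0.06 mM NADH at pH 7.4.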
USP1-UAF1 inh = Inhibitors of USP1/UAF1: Primary Screen; Ubiquitin carboxyl-terminal hydrolase 1 (Homo sapiens), O94782; recombinant USP1/UAF1, Ub-Rhodamine cleavage fluorescence; Potency, µM (doses to about 57.1 µM), without a hit: top-dose activity change, negative = inhibition, hits mostly inhibitors; 390,000 tested, 0.23% active; note: potency is the fitted concentration of half-maximal effect; % is set by controls: 0 for no effect and ±100 for the full control effect; nearly all actives have a fitted effect of over 60% in size; inactives centre near -12
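High-throughput fluorogenic screen: 1nM USP1/UAF1 complex, Ub-Rho substrate 150nM final, 50mM HEPES pH 7.8 with 0.5mM EDTA, 0.1 mg/ml BSA, 1mM TCEP and 0.01% Tween-20.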
Vif-A3F inh = qHTS for Inhibitors of Vif-A3F Interactions: qHTS. HeLa A3F-eYFP + Vif (tagged APOBEC3F with the HIV-1 protein that degrades it), YFP fluorescence increase. Potency, µM (doses to about 46.1 µM), for inactives: at the highest dose activity, negative = active. 390,000 tested, 0.2% active. AID 602313, 2012; note: potency is the fitted concentration of half-maximal effect; % of control where 0% means no effect; nearly all actives have a fitted effect of over 65% in size
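HeLa cells stably expressing A3F-eYFP plus Vif, plated and incubated overnight at 37 deg C, then exposed to compounds overnight at 37 deg C. Blocked degradation read as raised yellow fluorescence (Ex 488/Em 500-530).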
TrxR1 substrate = qHTS Assay for Substrates of Mammalian Selenoprotein Thioredoxin Reductase 1 (TrxR1): qHTS | Thioredoxin reductase 1, cytoplasmic (Rattus norvegicus), O89049 | purified TrxR1 substrate turnover, NADPH consumption readout | Potency, µM (doses to about 114 µM), for the others: top-dose activity change, negative = substrate turnover | 390,000 tested, 0.01% active | AID 588456, 2011; note: potency is the fitted concentration of half-maximal effect; % is set by controls: 0 for no effect and ±100 for the full control effect; nearly all actives have a fitted effect of over 50% in size
Target sequence (O89049 whole entry, looked up): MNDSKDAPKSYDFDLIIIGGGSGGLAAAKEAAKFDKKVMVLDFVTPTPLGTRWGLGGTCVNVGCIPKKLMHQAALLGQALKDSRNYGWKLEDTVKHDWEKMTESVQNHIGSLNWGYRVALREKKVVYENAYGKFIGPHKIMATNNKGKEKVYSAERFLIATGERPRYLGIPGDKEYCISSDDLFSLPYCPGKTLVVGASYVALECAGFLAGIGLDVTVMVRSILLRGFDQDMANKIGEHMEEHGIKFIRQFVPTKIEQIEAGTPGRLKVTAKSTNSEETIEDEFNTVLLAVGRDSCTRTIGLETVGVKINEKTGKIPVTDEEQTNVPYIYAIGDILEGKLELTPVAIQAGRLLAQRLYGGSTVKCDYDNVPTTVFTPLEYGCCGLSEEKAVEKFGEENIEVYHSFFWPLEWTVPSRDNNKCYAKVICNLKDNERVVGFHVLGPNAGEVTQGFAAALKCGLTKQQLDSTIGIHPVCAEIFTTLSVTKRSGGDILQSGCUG
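Rat TrxR1, dispensed at 90 nM, was prereduced with 400 uM NADPH (final) for 5 min at ~22 deg C, then incubated with compound 15 min before 400 uM selenite. A first-read NADPH fluorescence drop versus no-compound background flagged substrates.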
IDH1 R132H inh = qHTS for Inhibitors of mutant isocitrate dehydrogenase 1 (IDH1): qHTS; Isocitrate dehydrogenase [NADP] cytoplasmic (Homo sapiens), O75874; IDH1-R132H enzyme, NADPH consumption, diaphorase/resazurin fluorescence; Potency, µM (series often up to 76.6 µM), for inactives: at the highest dose activity change, negative = inhibition, actives largely listed as inhibitors; 390,000 tested, 0.093% active; AID 602179, 2012; note: potency is the fitted concentration of half-maximal effect; % is set by controls: 0 for no effect and ±100 for the full control effect; nearly all actives have a fitted effect of over 65% in size
Target sequence (O75874 whole entry R132H, stated change not applied): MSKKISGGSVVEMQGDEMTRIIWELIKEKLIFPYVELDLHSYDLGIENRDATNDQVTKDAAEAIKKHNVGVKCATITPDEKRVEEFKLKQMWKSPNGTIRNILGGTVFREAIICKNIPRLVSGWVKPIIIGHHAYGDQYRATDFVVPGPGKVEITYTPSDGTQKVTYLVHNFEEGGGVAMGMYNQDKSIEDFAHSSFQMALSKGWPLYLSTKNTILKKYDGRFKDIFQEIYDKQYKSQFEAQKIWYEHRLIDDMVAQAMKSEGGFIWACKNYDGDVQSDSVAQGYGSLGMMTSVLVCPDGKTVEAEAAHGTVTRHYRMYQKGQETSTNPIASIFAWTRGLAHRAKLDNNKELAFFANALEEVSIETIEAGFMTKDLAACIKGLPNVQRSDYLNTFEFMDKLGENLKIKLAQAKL
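IDH1-R132H (0.5 ug/mL) preincubated 30 min with compound, then NADPH (0.016 mM) and alpha-KG (2 mM) added; 80 min at RT, pH 7.5. Remaining NADPH coupled via diaphorase/resazurin to fluorescence (540/590 nm); concentration-response curves normalized to no-enzyme control.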
An asterisk follows results filed as active; ? = inconclusive; / = no result given; & = joins results of further samples; [ ] = remark or other dose. Unless noted, calls come from the whole dose curve; as a rule, active = well fitted curve in the direction sought with a large enough effect; inconclusive = small, poorly fitted or top-dose-only effect, or another doubt; inactive = no such curve, though single readings can be large; an effect the other way counts as inactive or inconclusive. A portion of the library. The share of hits here may be higher or lower than overall.

SMILES | RXFP1 agonist | GRP78 ERSR act | PI4K2A inh | Vif-APOBEC3G blk | LDHA inh | USP1-UAF1 inh | Vif-A3F inh | TrxR1 substrate | IDH1 R132H inh
O=C(NCc1ccco1)C1(c2ccccc2)CCCC1 | 1.5% | -3.7% | -0.7 | -4.2% | -6.0 | -9.4% | 1.0% | 9.6% | 15.6%
CCC(CC)C1C(C#N)=C(N)Oc2n[nH]c(C)c21 (configuration not stated) | 0.4% | -1.3% | 4.2 | -12.2% | 0.0 | -13.2% | -4.8% | 0.7%[57.1 µM] | 15.7%
Cc1ccc(-c2nc3ccccc3[nH]c2=O)cc1 | 8.0% | 3.3% | 7.8 | -8.1% | -6.0 | -4.4% | -9.2% | 1.8% | -13.3%
CN(C(=O)c1cccnc1)c1nnc(-c2cccnc2)s1 | 2.3% | -1.7% | 13.9 | -0.1% | -3.5 | -1.3% | -1.7% | 7.5%[57.1 µM] | 0.0%
Cc1cc(C)cc(NC(=O)C2CCCN2S(=O)(=O)c2cccc3nsnc23)c1 (configuration not stated) | -1.6% | -2.2% | -1.5 | 3.2% | -0.1&-5.3 | ? | 1.3% | 0.4% | -3.9%
O=c1c2nncn2c2cccnc2n1CCNc1ncc(C(F)(F)F)cc1Cl | 8.1% | -1.0% | 0.6 | -0.2% | -5.7 | 1.4% | 4.6% | -3.3% | -8.6%
Cc1ccc(OP(=O)(Nc2c(C)n(C)n(-c3ccccc3)c2=O)Oc2ccc(C)cc2)cc1 | 1.5% | -3.8% | -0.4 | -3.8% | 0.9 | -3.7% | 1.3% | 4.7% | -3.7%
O=c1c2ccccc2nc2oc3ccccc3n12 | 17.0% | 6.6% | -9.0 | -0.3% | -7.0 | -11.6% | -1.8% | 5.2% | 8.2%
COc1ccc(C2C=C(c3ccc(Br)cc3)Nc3nc(N4C(=O)CCC4=O)nn32)cc1 (configuration not stated) | 3.0% | -4.0% | -2.4 | 1.7% | 5.9 | -13.0% | -12.4% | 30.7%[activator] | 5.4%
COc1ccccc1CC(=O)NC1CCCc2ccccc21 (configuration not stated) | -0.3% | -0.8% | 2.8 | -1.1% | 2.8 | -23.3% | -4.5% | -10.9% | 12.6%

Reprinted from the part before: 2 compounds; new compounds follow.
SMILES | RXFP1 agonist | GRP78 ERSR act | PI4K2A inh | Vif-APOBEC3G blk | LDHA inh | USP1-UAF1 inh | Vif-A3F inh | TrxR1 substrate | IDH1 R132H inh
COc1ccc(C2C=C(c3ccc(Br)cc3)Nc3nc(N4C(=O)CCC4=O)nn32)cc1 (configuration not stated) | 3.0% | -4.0% | -2.4 | 1.7% | 5.9 | -13.0% | -12.4% | 30.7%[activator] | 5.4%
COc1ccccc1CC(=O)NC1CCCc2ccccc21 (configuration not stated) | -0.3% | -0.8% | 2.8 | -1.1% | 2.8 | -23.3% | -4.5% | -10.9% | 12.6%
C=CCC1NS(=O)(=O)O[C@H](CCCC)[C@@H]1O (some centres not stated) | 2.3% | -0.6% | 1.6 | 0.0% | -7.1 | -25.7% | -11.8% | 1.8% | -7.8%
COc1ccccc1NC(=O)COC(=O)c1cc2ccccc2cc1O | 1.8% | 11.1% | 5.1 | -4.0% | -0.2 | -12.2% | 0.8% | 1.9% | -4.9%
COC(=O)c1ccccc1NC(=O)c1ccc2c(c1)CCN2S(=O)(=O)c1ccc(C)cc1 | -1.9% | -5.2% | -0.7 | 2.3% | -8.6 | -18.8% | 3.8% | -0.2% | 3.4%
COc1ccc(C(OC(=O)c2ccco2)C(=O)NC2CCCC2)cc1 (configuration not stated) | -9.8% | -3.3% | 3.4 | 1.6% | -9.2 | ? | ? | 2.7% | 19.2%
Cc1ccc(S(=O)(=O)N2CCOCC(=O)NCCOCCNC(=O)COCC2)cc1 | 0.1% | -1.0% | 6.4 | 2.9% | -3.9 | 1.4% | 4.8% | -1.4% | 8.9%
COc1ccc(C2OC34CCCCC3C(C#N)(C#N)C2(C#N)C(=N)O4)cc1 (configuration not stated) | 2.1% | -3.5% | 2.0 | 0.9% | 13.3 | -26.1% | -12.4% | 175.5%[activator] | 3.8%
CCOc1ccccc1N1CN(Cc2ccccc2)CNC1=S | -4.1% | -1.8% | 0.0 | 0.3% | -7.7 | -2.5% | ? | 5.7%[57.1 µM] | 6.9%
COc1ccc(C)cc1NC(=O)C(OC(=O)C1=NNC(=O)CC1)c1ccccc1 (configuration not stated) | / | -1.7% | 6.6 | 0.6% | -1.8 | -12.6% | -8.5% | -5.3% | 0.9%
C=CCn1c(=O)c2c(nc(-n3nc(C)cc3C)n2C)n(C)c1=O | 0.1% | -3.1% | -0.3 | 0.6% | 2.6 | -16.8% | 0.2% | 21.9%[2.29 µM] | 7.0%
O=[N+]([O-])c1ccc(OCC(O)CNC2CCCC2)cc1 (configuration not stated) | 4.2% | -2.3% | 3.1 | 0.5% | -8.3 | -26.0% | 8.1% | 1.5% | 1.7%
CCCn1c(=O)c2c(nc(Br)n2CCC)n(C)c1=O | 3.7% | -4.8% | 1.8 | -3.3% | -15.6 | -16.9% | 0.3% | 2.8% | 0.3%
Cc1nonc1NC(=O)CSc1ccc(-c2ccccc2)nn1 | 3.2% | -2.1% | -0.7 | 1.4% | -2.8 | -3.7% | -0.9% | 8.3% | 13.0%
CCOc1cc(S(=O)(=O)NCCCn2ccnc2)ccc1Cl | 1.2% | -0.1% | 3.8 | -0.3% | 0.1 | -21.5% | -3.9% | 0.7% | -0.3%
CCOc1cccc2cc(-c3csc(NC(=O)CCC(=O)NCCN4CCCCC4C)n3)c(=O)oc12 (configuration not stated) | 7.3% | -4.4% | 2.3 | -6.4% | 2.0 | -20.1% | -26.2% | -11.1%[57.1 µM] | 1.8%
CCCn1c(SCC(=O)Nc2ccccc2C(=O)NC2CC2)n[nH]c1=O | 14.9% | -5.8% | 7.7 | -0.4% | -2.2 | -13.1% | -10.1% | -2.1% | 13.9%
CC(=O)Nc1cccc(C(=O)Nc2cccc3ncccc23)c1 | -0.5% | -6.4% | -3.0 | -4.3% | 0.8 | -8.4% | -13.5% | 2.8%[57.1 µM] | -5.1%
Cc1ccsc1/C=C(\C#N)C(=O)Nc1c(C)n(C)n(-c2ccccc2)c1=O | -0.4% | 2.1% | 1.2 | 0.2% | -11.9 | -17.4% | -3.5% | -11.2% | 7.2%
CCN1/C(=C2/OC(=S)N(C)C2=O)Sc2ccccc21 | 2.5% | -1.8% | 0.9 | -1.3% | -3.4 | -1.1% | -25.7% | 9.6% | 8.2%
CCOC(=O)Cc1ccc(NC(=O)N(Cc2ccc(OC)cc2)C2CCN(C(C)=O)CC2)cc1 | 0.6% | -2.3% | 0.9 | 0.9% | -2.3 | ? | 1.0% | 1.3% | -9.1%
COc1ccc2nc3c(cc2c1)c(NC(=O)CC(C)C)nn3CC(C)C | 3.2% | 1.0% | 1.1 | -12.6% | 0.9 | -4.0% | -15.1% | 14.6% | -1.5%
COc1ccccc1C(=O)NC(CCSC)C(=O)OCC(=O)NC(=O)NCc1ccco1 (configuration not stated) | 1.9% | 1.5% | -1.5 | -5.2% | -0.7 | -18.8% | 5.3% | -3.2%[57.1 µM] | 5.4%
COc1ccc(N(C)C(=O)c2cn(CC(C)C)c(=O)c3cc(OC)c(OC)cc23)cc1 | 2.4% | -4.6% | -4.4 | -6.2% | -0.9 | -4.2% | 10.1% | 7.4% | 9.4%
O=C(C1CCCO1)N1CCN(C(=S)Nc2ccc(Br)cc2)CC1 (configuration not stated) | -0.2% | 0.2% | -3.5 | 0.5% | -7.2 | -12.7% | -6.3% | 5.4% | 6.0%
COc1cc2cnc(-c3cccnc3)cc2cc1OC | / | -3.6% | 2.0 | -3.2% | 5.0 | ? | -16.2% | 3.2% | -1.3%
COc1ccc(Cl)cc1NC(=O)CN(C)C(=O)Cc1ccsc1 | -1.1% | -2.4% | 1.2 | 1.4% | 1.8 | -23.0% | -23.3% | -4.7% | 7.6%
COc1cccc(-c2sc3ccc(OC)cc3c2C#CCC(C)O)c1 (configuration not stated) | 0.0% | -1.2% | -13.6 | ? | 0.8 | ? | -0.2% | 15.4% | -8.7%
CCOc1c(Nc2ccc(C(C)C)cc2)c(=O)c1=O | -2.4% | 4.2% | -20.2 | 0.3% | 0.1 | -20.9% | -3.3% | -1.2% | 7.7%
Cc1ccc2cc(CN(C(=O)c3ccco3)c3ccccc3)c(=O)[nH]c2c1 | 5.8% | -1.9% | 19.8 | -10.4% | 1.6 | -3.3% | 8.1% | 6.1% | 8.1%

A few values from the results shown.
O=C(C1CCCO1)N1CCN(C(=S)Nc2ccc(Br)cc2)CC1 (configuration not stated) in USP1-UAF1 inh → -12.7%
COc1cc2cnc(-c3cccnc3)cc2cc1OC in IDH1 R132H inh → -1.3%

Screens (PubChem)
